From PubChem
CHRM5 antagonist – CHRM5 antagonism in calcium assay; P08912; inhibition, % at 3 µM; CHO-hM5 cells, Fluo-8 calcium fluorescence, ACh EC80; actives 0.59% (n = 360,000); AID 624040;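 active = inhibition above a per-plate cutoff, the mean of that plate's test compounds plus 3 SD, cut at about 27% in these data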;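 note: 0% = acetylcholine EC80 with DMSO and 100% = DMSO without agonist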
Target sequence (P08912 whole entry, looked up): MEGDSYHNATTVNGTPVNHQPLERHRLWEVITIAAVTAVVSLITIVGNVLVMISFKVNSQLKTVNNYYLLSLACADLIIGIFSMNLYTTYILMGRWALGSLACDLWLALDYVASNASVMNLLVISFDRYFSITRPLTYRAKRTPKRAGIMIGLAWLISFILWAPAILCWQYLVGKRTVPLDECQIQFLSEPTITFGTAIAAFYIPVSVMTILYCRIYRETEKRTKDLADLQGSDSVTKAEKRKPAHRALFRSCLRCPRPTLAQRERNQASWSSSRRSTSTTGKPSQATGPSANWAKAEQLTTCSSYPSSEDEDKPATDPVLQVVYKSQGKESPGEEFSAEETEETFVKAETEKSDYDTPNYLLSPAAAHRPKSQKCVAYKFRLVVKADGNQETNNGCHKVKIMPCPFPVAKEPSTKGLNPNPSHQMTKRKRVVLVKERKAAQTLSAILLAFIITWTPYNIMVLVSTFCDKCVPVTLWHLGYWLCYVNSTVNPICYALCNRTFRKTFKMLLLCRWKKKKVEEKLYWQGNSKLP
TAAR1 antag – human TAAR1 antagonism | CHO RD-HGA16 TAAR1, Fluo-8 calcium fluorescence, antagonist | inhibition, % at 3 µM | actives 1.5% (n = 360,000) | AID 624466;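 active = inhibition above a per-plate cutoff, the mean inhibition of test compounds on that plate plus 3 SD, cut at about 49% in these data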;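 note: 0% = DMSO plus EC80 beta-PEA response and 100% = DMSO alone without agonist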
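Material: RD-HGA16 CHO cells with stable hTAAR1 and Gα16; Dosing: single nominal final test compound concentration of 3 µM; Schedule: seeding 17-24 h prior, 75-min 37 °C, 30-min RT dye loading; Detection: kinetic Fluo-8 calcium fluorescence measurement; Measure: % inhibition from peak post-agonist over basal fluorescence ratio; Benchmarks: vehicle and agonist controls.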
M1 PAM parental – counter-screen for M1 PAMs: effect in parental CHO-K1 cells; ATP EC20, Fluo-8 calcium fluorescence; 0% at ATP EC20, 100% at ATP max; activation, % at 3 µM; actives 0.02% (n = 360,000);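 active = activation above the run cutoff, the mean activation of all test compounds plus 3 SD, cut at about 40% in these data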;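 note: peak over basal fluorescence ratio in a 140 s read after ATP addition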
TAAR1 agonist – human TAAR1 agonism; CHO RD-HGA16 TAAR1, Fluo-8 calcium fluorescence; vehicle wells 0%, saturating PEA agonist 100%; actives 0.99% (n = 360,000); Q96RJ0; AID 624467; activation, % at 3 µM;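 active = activation above the mean activation of all test compounds in the run plus 3 SD, cut at about 38% in these data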
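Benchmarks: low control DMSO, high control PEA (EC100); System: CHO RD-HGA16 cells carrying human TAAR1 plus Gα16; Detection: Fluo-8 fluorescence, 5 s baseline then 140 s kinetic read; Schedule: 17-24 h plating, Fluo-8 75 min 37 °C, 30 min RT; Read-out basis: % activation from peak over basal fluorescence ratio, DMSO-to-PEA scaled.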
M5 PAM – potentiates acetylcholine response at human M5 receptor | CHO-K1 hM5, Fluo-8 calcium, ACh EC20 PAM; 0% = ACh EC20, 100% = ACh EC100 | activation, % at 3 µM | actives 0.3% (n = 360,000);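 active = activation above the run cutoff, the mean activation of all test compounds plus 3 SD, cut at about 18% in these data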
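Test system: CHO-K1 hM5 cells / Doses: single-point, 3 µM nominal / Times: Post-acetylcholine fluorescence recording 140 s / Technique: Fluo-8 calcium fluorescence / Measure: Max/basal fluorescence ratio as % of EC20–EC100 ACh window / Benchmarks: low control EC20 acetylcholine (0%), high control EC100 acetylcholine (100%) / Replicates: one well per compound, no replicates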
CRFBP-R2 agonist – agonists of human CRF-binding protein/CRF-R2 receptor complex | HEK293 CRF-R2/CRF-BP, calcium dye fluorescence (FLIPR); percent of saturating CRF peptide response | actives 0.46% (n = 350,000) | activation, % at 13.2 µM;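 active = activation of at least 50%, plus an integration ratio under a set limit after plate pattern correction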;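 note: plate controls were neutral control wells without compound for no effect and CRF at EC100 for full effect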
M4 PAM – CHRM4 positive allosteric modulation. P08173. CHO-K1 hM4/Gqi5, Fluo-8 calcium fluorescence, ACh EC20; 0% = ACh EC20, 100% = maximal ACh. activation, % at 3 µM. actives 0.4% (n = 360,000). AID 624126;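 active = activation above its plate's cutoff, the mean activation of sample wells plus 3 SD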; note: some results filed as inactive read as strong as hits
Target sequence (P08173 whole entry, looked up): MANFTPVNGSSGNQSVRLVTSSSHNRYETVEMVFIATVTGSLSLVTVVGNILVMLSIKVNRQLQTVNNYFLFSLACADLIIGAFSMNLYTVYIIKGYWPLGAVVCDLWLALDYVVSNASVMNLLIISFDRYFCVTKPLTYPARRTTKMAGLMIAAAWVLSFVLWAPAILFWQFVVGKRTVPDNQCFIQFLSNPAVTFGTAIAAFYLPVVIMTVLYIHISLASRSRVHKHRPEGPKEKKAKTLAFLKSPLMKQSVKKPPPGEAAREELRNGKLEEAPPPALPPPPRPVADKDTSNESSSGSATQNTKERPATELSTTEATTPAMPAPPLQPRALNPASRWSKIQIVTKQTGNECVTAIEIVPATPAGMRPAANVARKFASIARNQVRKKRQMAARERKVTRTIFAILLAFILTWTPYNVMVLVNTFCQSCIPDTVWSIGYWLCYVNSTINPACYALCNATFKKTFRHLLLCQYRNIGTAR
CRFR2-BP antag – antagonists of CRF-binding protein/CRF-R2 receptor complex. HEK293 CRF-R2/CRF-BP, CRF-induced calcium fluorescence. inhibition, % at 11.8 µM. actives 0.59% (n = 350,000);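 active = inhibition of the ligand-induced calcium signal above about 50% at the single tested concentration, limit read from the data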
CHRM5 agonist – agonists of human muscarinic M5 receptor (CHRM5); P08912; CHO-K1 hM5 cells, Fluo-8 calcium fluorescence; 0% DMSO wells, 100% maximal acetylcholine response; actives 0.19% (n = 360,000); AID 624037; activation, % at 3 µM;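 active = activation above the run's mean over test compounds plus 3 SD, cut at about 23% in these data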;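 note: signal is peak over basal fluorescence ratio across the kinetic read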
Starred values were filed as active, the others as inactive; x = no result given. Compounds were not picked by outcome; 4.2% or so of the library scored in one or more.

The first two records, ahead of the listing:
SMILES	CHRM5 antagonist	TAAR1 antag	M1 PAM parental	TAAR1 agonist	M5 PAM	CRFBP-R2 agonist	M4 PAM	CRFR2-BP antag	CHRM5 agonist
CCc1ccc(CNCc2cccnc2)cc1	6	-5	0	7	-4	-2.4	-1	28	-6
O=C(N=C1N=C2C=CC(Br)=CN2Cc2ccccc21)c1ccc([N+](=O)[O-])cc1[N+](=O)[O-]	4	-42	10	-3	0	-1.4	13	-8	-7

This part in full, from the first entry:
SMILES	CHRM5 antagonist	TAAR1 antag	M1 PAM parental	TAAR1 agonist	M5 PAM	CRFBP-R2 agonist	M4 PAM	CRFR2-BP antag	CHRM5 agonist
CCc1ccc(CNCc2cccnc2)cc1	6	-5	0	7	-4	-2.4	-1	28	-6
O=C(N=C1N=C2C=CC(Br)=CN2Cc2ccccc21)c1ccc([N+](=O)[O-])cc1[N+](=O)[O-]	4	-42	10	-3	0	-1.4	13	-8	-7
O=C(CSc1nnc(-c2ccccc2)o1)N1CCOCC1	-7	0	12	2	4	-0.5	3	11	-2
COc1cc(C(=O)NCCCNc2nc3cc(C)c(C)cc3cc2C#N)cc(OC)c1OC	3	10	3	4	0	-0.6	-1	5	-4
CCOc1ccc(C(c2nnnn2C(C)(C)C)N2CCN(C(=O)c3ccco3)CC2)cc1 (stereo not drawn)	7	6	10	-1	4	0.0	-1	-2	-3
Cc1ccccc1CC1(CO)CCCN(Cc2ccccc2Cl)C1 (stereo not drawn)	14	6	14	4	-6	-0.7	-7	-19	1
Cc1cccc(OCC(=O)Nc2nonc2NC(=O)COc2cccc(C)c2)c1	19	8	-4	6	8	4.6	-10	16	-2
CN(CC(=O)Nc1ccc(F)c(F)c1F)C(=O)CN1C(=O)C2CCCCC2C1=O (stereo not drawn)	-3	-10	17	4	5	-1.1	1	6	-3
O=C(N/N=C/c1cccs1)c1cnccn1	-3	-9	-1	2	10	-0.6	8	-9	2
OC(c1ccccc1)(c1ccccc1)c1ccn[nH]1	11	-5	4	7	2	-0.4	3	-2	-1
Cc1nc(NC(=O)COC(=O)C2=NNC(=O)CC2)c(Cl)cc1Cl	0	-13	-10	1	7	-1.8	1	-1	0
CC(=O)Nc1c(Cl)c(Cl)c2c(c1Cl)Cc1cc(Cl)ccc1-2	10	-14	25	0	-1	-1.1	4	-10	3
COc1cccc(CN(C(=O)CN2C(=O)c3ccccc3S2(=O)=O)C(C(=O)NCC2CCCO2)c2ccco2)c1 (stereo not drawn)	2	-9	-12	5	-3	-0.4	-5	4	2
Cc1ccc(Cc2nnc(SCC(=O)Nc3ccccc3C)[nH]c2=O)cc1	5	-9	-13	0	-4	-2.2	-4	17	-3
CCN(CC)S(=O)(=O)c1cccc(-c2nnc(SCC(=O)c3cc(C)n(C4CC4)c3C)o2)c1	-2	-2	7	6	-1	0.5	14	3	-1
C#CCOCCOCCOCCNc1nc(N2CCN(C(=O)[C@H](C(C)C)n3cc(CCO)nn3)CC2)nc(N2CCN(C(=O)[C@H]([C@@H](C)CC)n3cc(CCCCN)nn3)CC2)n1	1	6	10	5	17	0.5	8	2	4
Cc1ccc(C(C)C)c(OCC(=O)NNCC(=O)Nc2cccc(F)c2)c1	-4	-12	8	10	5	-1.8	9	3	1
CCOC(=O)Cn1nnnc1C(CC)N(Cc1cccs1)Cc1cc2ccc(OC)cc2[nH]c1=O (stereo not drawn)	-2	-22	18	8	-1	-1.4	-9	14	0
Cc1cc(C(=O)Nc2cccc(C(=O)O)c2)oc1C	4	-2	-7	6	-2	-1.3	0	5	-3
CC(C)Cn1c(N)c(C(=O)COC(=O)c2ccc([N+](=O)[O-])o2)c(=O)n(C)c1=O	3	-3	18	8	-7	1.2	-8	-10	4
CCOC(=O)COc1cc(OCC(=O)OCC)c2c3c(c(=O)oc2c1)CCCC3	0	-16	6	-3	0	-0.3	-2	2	-2
COCCC(=O)N1CCC(Oc2ccc(C(=O)N3CCCCCC3)cc2)CC1	9	-10	2	2	-3	3.8	1	24	-3
Cc1ccc(/C=N/N=C2\SCC(=O)N2CC2CC2)cc1	-3	12	15	-1	3	-0.1	1	10	-5
C[C@H](NC(=O)c1[nH]cnc1C(=O)N[C@@H](C)CO)c1ccccc1	0	0	26	0	-1	1.8	4	-8	2
COc1ccc(/C=N/NC2=NCCCCC2)cc1	-6	10	6	10	-2	-0.4	11	11	-4

2 entries from above, as a markdown table.
| canonical_smiles | CHRM5 antagonist | TAAR1 antag | M1 PAM parental | TAAR1 agonist | M5 PAM | CRFBP-R2 agonist | M4 PAM | CRFR2-BP antag | CHRM5 agonist |
| --- | --- | --- | --- | --- | --- | --- | --- | --- | --- |
| COc1cc(C(=O)NCCCNc2nc3cc(C)c(C)cc3cc2C#N)cc(OC)c1OC | 3 | 10 | 3 | 4 | 0 | -0.6 | -1 | 5 | -4 |
| CCOc1ccc(C(c2nnnn2C(C)(C)C)N2CCN(C(=O)c3ccco3)CC2)cc1 (stereo not drawn) | 7 | 6 | 10 | -1 | 4 | 0.0 | -1 | -2 | -3 |

Following part:
SMILES	CHRM5 antagonist	TAAR1 antag	M1 PAM parental	TAAR1 agonist	M5 PAM	CRFBP-R2 agonist	M4 PAM	CRFR2-BP antag	CHRM5 agonist
CCC/C(=N\NC(=O)C1CC1)c1ccc(Br)cc1	-1	-12	8	-3	-1	-3.4	-1	-3	2
O=C(O)c1ccccc1C(=O)c1ccc(Sc2ccc(Cl)cc2)c([N+](=O)[O-])c1	19	8	-24	-2	-18	-1.0	-32	23	-2
Nn1c(SCC(=O)NCc2ccc3c(c2)OCO3)nnc1C(F)(F)F	-1	-9	14	1	1	-0.2	2	2	6
COc1ccc(Oc2ncccc2[N+](=O)[O-])cc1	-2	-4	2	0	7	-0.1	-6	-1	0
COc1ccccc1-c1cccc([C@@H]2C[C@H]3[C@H](CON3C)CN2S(=O)(=O)c2ccccc2C)c1	7	27	11	-1	-9	0.7	-10	1	-1
CCc1c(C)sc(NC(=S)N2CCN(S(C)(=O)=O)CC2)c1C(=O)OC	6	-13	20	1	6	1.1	-1	-13	-2
CCOc1ccccc1C(=O)Nc1cccc2ccccc12	7	21	-17	3	-2	-0.7	-2	-4	-10
O=C(NCCO)c1ccc(-c2ccc3nncn3c2)cc1	9	-10	8	1	-5	x	8	x	-1
Cc1ccc2oc(C(=O)NCc3ccc4c(c3)OCO4)c(C)c2c1	1	8	12	11	-4	4.7	-3	2	-7
Cc1ccc(N2CC(C(=O)NC3=NCCS3)CC2=O)cc1 (stereo not drawn)	0	-4	17	4	4	-0.9	-3	-2	-2
O=C(O)c1cccc(S(=O)(=O)Nc2ccc3c(c2)OCO3)c1	7	11	8	1	1	-2.0	10	-4	-4
CCOc1ccccc1OCC(=O)Nc1cc(S(=O)(=O)N2CCCCC2)ccc1OC	8	-2	8	-1	-4	-0.4	-4	1	0
CCOc1cc(-c2conc2N)cc(OCC)c1OCC	2	4	9	6	-3	-6.6	11	2	-1
CCCCn1c2nc3ccccc3nc2c2c(=O)n(C(C)CC)cnc21 (stereo not drawn)	-6	1	8	19	-2	-4.6	3	-10	1
CC(NC(=O)c1cccs1)c1n[nH]c(=S)n1C (stereo not drawn)	-3	-7	21	0	5	0.6	5	3	-1
NC(=O)c1ncn([C@@H]2O[C@H](CNCc3ccccc3OCc3ccc(Cl)cc3Cl)[C@@H](O)[C@H]2O)n1	10	-10	14	0	-8	0.9	-1	-21	1
Cn1c(N)c(N=O)c(=O)n(C)c1=O	2	-9	14	0	8	-0.9	-3	0	-1
O=C(COC(=O)CNC(=O)c1ccccc1F)Nc1ccc(Cl)cn1	1	-14	9	0	2	1.0	4	2	-4
CCCCN(C)CCCNC(=O)/C=C1\Sc2ccccc2NC1=O	8	-26	14	8	1	1.0	-11	1	-6
O=S(=O)(Cc1ccccc1)c1ccccc1-c1nnc(-c2ccccc2)o1	15	47	2	9	-8	3.1	-5	-16	-6
CCCNC(=O)C(=O)Nc1cc2c3c(c1)CCC(=O)N3CCC2	6	-11	-15	2	-5	0.4	4	-15	-4
COC(=O)c1ccc(N=NNc2ccc(C(=O)OC)cc2)cc1	1	-27	9	15	-9	-0.4	8	3	-2
COc1ccc(/C=C2\SC(=O)N(CCn3cnnn3)C2=O)cc1	-1	-2	28	8	-5	-1.3	11	-8	-4
CSc1nnnn1-c1ccc(Cl)cc1	6	-7	15	0	3	-0.4	-2	7	-3
C/C(=N\N1CCN(c2ccccc2)CC1)c1ccncc1	5	-30	4	6	4	4.0	3	-15	-1
Cc1nn(C(C)C(=O)NNC(=S)Nc2ccc(Cl)cc2)c(C)c1[N+](=O)[O-] (stereo not drawn)	-2	-7	15	3	2	1.2	0	-1	3
Cc1cccc(C)c1NC(=O)C1(C)CSCC(=O)N1Cc1cccs1 (stereo not drawn)	-5	-22	x	2	1	x	1	x	-1
CC(C)NC(=O)CCS(=O)(=O)c1ccc(Br)s1	-4	12	7	11	-4	-3.7	5	23	1
COc1ccccc1NC(=O)Nc1nc(CC(=O)NCc2c(F)cccc2F)cs1	9	58*	-4	11	-20	-1.1	-9	1	4
Cn1c(=O)c(=O)n(C)c2cc(S(=O)(=O)N3CCCC3C(=O)NCc3cccs3)ccc21 (stereo not drawn)	2	-14	11	2	0	1.7	-4	8	0

Profiles as entered above. Values in the order: CHRM5 antagonist, TAAR1 antag, M1 PAM parental, TAAR1 agonist, M5 PAM, CRFBP-R2 agonist, M4 PAM, CRFR2-BP antag, CHRM5 agonist
Record of CC(NC(=O)c1cccs1)c1n[nH]c(=S)n1C (stereo not drawn) → -3, -7, 21, 0, 5, 0.6, 5, 3, -1
Record of Cc1nn(C(C)C(=O)NNC(=S)Nc2ccc(Cl)cc2)c(C)c1[N+](=O)[O-] (stereo not drawn) → -2, -7, 15, 3, 2, 1.2, 0, -1, 3
Record of COc1ccc(Oc2ncccc2[N+](=O)[O-])cc1 → -2, -4, 2, 0, 7, -0.1, -6, -1, 0
Record of CCOc1ccccc1OCC(=O)Nc1cc(S(=O)(=O)N2CCCCC2)ccc1OC → 8, -2, 8, -1, -4, -0.4, -4, 1, 0
Record of CSc1nnnn1-c1ccc(Cl)cc1 → 6, -7, 15, 0, 3, -0.4, -2, 7, -3
